Pol eta inh = inhibitors of human DNA polymerase eta | Potency, µM (highest dose often 114 µM), for inactives: at the highest dose activity change, negative = inhibition, most hits filed as inhibitors | AID 588591 | recombinant Pol eta, fluorescent DNA replication assay | Q9Y253 | 390,000 tested, 1.2% active; further: potency means the concentration at half of the fitted maximal effect; on the % scale 0 is the no-effect control and ±100 the full control effect
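Pol eta at 10 nM preincubated with compounds 15 min at room temperature; reaction started with fluorescent substrate (50 nM final) and read kinetically at 0 and 10 min.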
LDHA block = LDHA (human) enzyme inhibition; purified LDHA, NADH/diaphorase-resazurin fluorescence; hits give low values; activity change, % (values are at about 110 or 230 µM); AID 1347041; 480,000 tested, 0.15% active; P00338; in the data active means activity change below about -30%; inconclusive means mostly about -25% to -30%;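 further: plate controls were DMSO wells for no effect and wells without enzyme for full effect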
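LDH5 2 nM; NADH 0.06 mM, pyruvate 0.2 mM; 200 mM Tris pH 7.4, EDTA, Tween-20; 5 min RT. Detection: diaphorase 0.133 mg/mL + resazurin 37 µM, fluorescence ex540/em590 at 0 and 20 min; normalized to enzyme-free and DMSO wells.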
POLI inh = DNA polymerase iota (human) inhibition; Pol iota fluorescent replication assay, 10 min; Potency, µM (series often up to 115 µM), for inactives: at the highest dose activity, negative = inhibition, usual class: inhibitors; 390,000 tested, 1% active; AID 588590; further: potency means the concentration at half of the fitted maximal effect
Target sequence (Q9UNA4 whole entry, looked up): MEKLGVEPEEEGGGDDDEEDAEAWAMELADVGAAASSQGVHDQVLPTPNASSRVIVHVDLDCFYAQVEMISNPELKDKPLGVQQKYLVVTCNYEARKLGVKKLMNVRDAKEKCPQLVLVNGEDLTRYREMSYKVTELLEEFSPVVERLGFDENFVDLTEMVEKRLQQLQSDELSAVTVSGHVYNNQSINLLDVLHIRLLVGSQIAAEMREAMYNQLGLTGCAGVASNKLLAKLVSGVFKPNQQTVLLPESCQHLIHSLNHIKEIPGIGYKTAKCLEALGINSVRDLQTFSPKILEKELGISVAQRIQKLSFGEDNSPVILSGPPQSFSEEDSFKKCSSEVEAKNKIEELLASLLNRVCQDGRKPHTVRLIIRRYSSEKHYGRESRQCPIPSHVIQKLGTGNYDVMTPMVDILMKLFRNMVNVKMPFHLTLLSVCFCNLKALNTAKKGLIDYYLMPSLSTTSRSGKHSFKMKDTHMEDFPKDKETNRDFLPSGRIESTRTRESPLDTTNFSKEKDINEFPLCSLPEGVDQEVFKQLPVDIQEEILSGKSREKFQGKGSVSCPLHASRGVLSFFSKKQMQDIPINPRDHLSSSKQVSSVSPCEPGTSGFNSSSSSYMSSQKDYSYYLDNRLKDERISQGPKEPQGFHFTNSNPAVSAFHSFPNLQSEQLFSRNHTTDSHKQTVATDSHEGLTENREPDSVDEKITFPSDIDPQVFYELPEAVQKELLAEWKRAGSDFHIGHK
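Fluorescent replication assay read twice, at 0 min and 10 min after adding 50 nM (final) substrate. Enzyme (10 nM) and compounds were first incubated 15 min at room temperature; enzyme-free buffer wells were negative controls.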
BLM helicase inh = inhibitors of human Bloom syndrome helicase BLM | P54132 | Potency, µM (doses to about 56.1 µM), without a hit: at the highest dose activity change, negative = inhibition, most hits filed as inhibitors | recombinant BLM DNA unwinding, fluorescence dequenching | 350,000 tested, 0.2% active;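 further: potency means the concentration at half of the fitted maximal effect; plate controls were vehicle for no effect and no enzyme for full effect; nearly all actives have a fitted effect of over 35% in size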
GRP78 ERSR act = induces the endoplasmic reticulum stress response in human glioma cells; U87-MG GRP78 promoter luciferase reporter, 16 h; Potency, µM, for the others: at the highest dose activation, hits mostly activators; 420,000 tested, 0.02% active; further: potency means the concentration at half of the fitted maximal effect; series mostly up to about 76 µM; % of control where 0% means no effect; nearly all actives have a fitted effect of over 35% in size
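Stably transfected U87-MG human glioma cells carrying a GRP78-based luminescent sensor were seeded at 1000 cells/well, pin-dosed with compounds and incubated 16 h. Luciferase reagent was then added, and end-point luminescence was read after 10 min at room temperature.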
POLK inh = blocks human DNA polymerase kappa activity. purified Pol kappa, fluorescent DNA synthesis assay, 10 min. Potency, µM (doses to about 107 µM), for inactives: top-dose activity, negative = inhibition, actives largely listed as inhibitors. 400,000 tested, 0.53% active; further: potency means the concentration at half of the fitted maximal effect; on the % scale 0 is the no-effect control and ±100 the full control effect
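10 nM Pol kappa preincubated 15 min at room temperature with compounds, then reaction started with substrate at 50 nM final. Fluorescence read kinetically at 0 and 10 min; buffer-only wells served as negative control.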
Anesthetic bind = binds horse apoferritin like a general anesthetic. apoferritin/1-aminoanthracene competitive binding, fluorescence. Potency, µM (top dose mostly 77.5 µM), for inactives: at the top dose activity change, negative = displacement, actives largely listed as inhibitors. 350,000 tested, 0.074% active. AID 485281; further: potency means the concentration at half of the fitted maximal effect; on the % scale 0 is the no-effect control and ±100 the full control effect; nearly all actives have a fitted effect of over 20% in size
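Concentration-response curves derived by four-parameter Hill fitting of normalized fluorescence, where compounds displaced 1-AMA from 10 uM horse apoferritin following a brief 10 min room-temperature incubation; propofol titration acted as positive control.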
Pol beta inh = DNA polymerase beta (human) inhibition; Pol beta primer extension/strand displacement, fluorescence kinetic; Potency, µM (doses to about 114 µM), inactives show top-dose activity change, negative = inhibition, most hits filed as inhibitors; 340,000 tested, 1.3% active; AID 485314; further: potency means the concentration at half of the fitted maximal effect; on the % scale 0 is the no-effect control and ±100 the full control effect
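Values derive from four-parameter Hill fits of normalized kinetic data: reads at 0 and 10 min following addition of 50 nM substrate to 10 nM Pol beta preincubated 15 min with compound.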
APE1 inh = blocks human APE1 abasic DNA cleavage; P27695; recombinant APE1, TAMRA/BHQ-2 abasic DNA cleavage fluorescence; Potency, µM (highest dose often 65.8 µM), for the others: at the highest dose activity change, negative = inhibition, hits mostly inhibitors; 350,000 tested, 0.35% active;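 further: potency means the concentration at half of the fitted maximal effect; plate controls were vehicle for no effect and reference inhibitor for full effect; nearly all actives have a fitted effect of over 55% in size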
Target sequence (P27695 whole entry, looked up): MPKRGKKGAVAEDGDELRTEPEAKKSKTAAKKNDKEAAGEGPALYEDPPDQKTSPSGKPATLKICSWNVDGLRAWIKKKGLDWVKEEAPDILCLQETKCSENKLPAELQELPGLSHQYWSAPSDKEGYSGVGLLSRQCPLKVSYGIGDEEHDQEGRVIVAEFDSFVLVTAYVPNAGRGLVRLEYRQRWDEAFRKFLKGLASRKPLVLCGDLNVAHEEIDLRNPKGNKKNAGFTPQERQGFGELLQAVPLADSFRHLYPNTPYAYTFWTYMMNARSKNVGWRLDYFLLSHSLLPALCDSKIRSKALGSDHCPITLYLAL
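Incision of a quenched TAMRA/BHQ-2 THF abasic-site duplex (50 nM) by 0.75 nM APE1, after 15 min compound preincubation, measured as fluorescence increase over three 60 s reads. Values normalized to buffer, DMSO and NSC13755 control wells.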
* marks the source's active call; other numbers are inactive results; ? = inconclusive; · = no result given; & = joins results of further samples; [ ] = another dose, or the depositor's remark. Unless noted, the call rests on the fitted dose curve; in most records, active means well fitted curve in the direction sought with a large enough effect; inconclusive means small, poorly fitted or top-dose-only effect, or another doubt; inactive means no such curve, though single readings can be large; an effect the other way counts as inactive or inconclusive. Only part of the results is shown. The share of hits here may be higher or lower than overall.

#	compound	Pol eta inh	LDHA block	POLI inh	BLM helicase inh	GRP78 ERSR act	POLK inh	Anesthetic bind	Pol beta inh	APE1 inh
1	CCC(C)NC(=O)CSc1nc(-c2cccs2)cc(C(F)(F)F)n1 (configuration not stated)	11%	-11	18%	-5%	-4%	-7%	-15%	-15%	2%
2	O=C(c1ccc(OC2CCN(C/C=C/c3ccccc3)CC2)cc1)N1CCCCC1	-20%	1	22%	0%	5%	0%	-22%	11%	23%
3	O=C(c1ccccc1)N1N=C(c2ccccc2O)CC1c1ccc(Br)cc1 (configuration not stated)	-23%	-2	18%	-1%	-6%	1%	-6%	4%	71%[activator]
4	CC1=NN(c2ccccc2)C(=O)C1C(=O)C(=O)Nc1ccc(F)cc1 (configuration not stated)	0%	1	?	0%	5%	-18%	-10%	-15%	-9%
5	O=C(c1cc2cc(F)ccc2[nH]1)N1CCN(c2cccc(Cl)c2)CC1	-17%	0	28%	-9%	-4%	-4%[60.1 µM]	2%	17%	-1%
6	COc1cc(/C=N/NC(N)=S)ccc1OCc1ccc(C)cc1	-15%	-1	0%	-8%	9%	-9%	-22%	32%	3%
7	O=C(C[N+]1(CCO)CCOCC1)c1cccs1	·	-3	-26%	·	-3%	-9%	·	·	·
8	Cc1ccc(Cn2c(SCCN3CCCCC3)nc3c2c(=O)[nH]c(=O)n3C)cc1	-17%	-10	2%	-1%	-4%	-13%	-10%	?	-1%
9	O=C(Nc1nc(-c2ccccc2)cs1)c1cccc([N+](=O)[O-])c1	-9%	4	-4%	-9%	3%	-20%	?	6%	-1%
10	O=C(NCC1CCCO1)/C(=C\c1ccc(Cl)cc1)NC(=O)c1ccccc1 (configuration not stated)	4%	-2	13%	0%	-3%	-2%	-9%	0%	-1%
11	CC(C)CNC(=O)N1CCN(S(=O)(=O)c2ccc3c(ccn3C)c2)CC1	-8%	1	-14%	1%	-4%	2%[60.1 µM]	-10%	-23%	·
12	Cc1cccc(-n2c(N)c(C(=O)N3CCN(C)CC3)sc2=S)c1	?	-1	?	-1%	-2%	6%	-14%	30%	4%
13	CN(CC(=O)Nc1ccc(Cl)cc1)C(=O)CCc1ccccc1	-22%	-10	89µM*	1%	-4%	-8%	-2%	8%	-5%
14	CCCC(=O)N1CC2(C)CN(C(=O)CCC)CC(CCC)(C1)C2=O	-9%	-6&14	9%	2%	-5%	-3%	-10%	41%[activator]	-3%
15	N#Cc1ccccc1Cn1c(=O)n(-c2ccccc2)c(=O)c2c3c(sc21)CCC3	1%	-2	19%	-6%	-5%	2%	-2%	-1%	·
16	CCOC(=O)N1CCc2c(sc(NC(=O)CN3CCN(C)CC3)c2C(=O)Nc2ccccc2)C1	6%	-10	34%[activator]	-6%	-4%	0%	-16%	4%	13%
17	Cc1ccccc1CNC(=O)CN(c1cccc([N+](=O)[O-])c1)S(C)(=O)=O	-12%	0	-13%	-2%	-3%	-2%	-8%	0%	5%
18	CCN(CC)CC(=O)NCC1(c2ccccc2)CCCC1	7%	-13	66%[activator]	2%	-6%	1%	-4%	-23%	-3%
19	COc1cc(OC)cc(C(=O)Nc2cc(-c3cn4cccnc4n3)ccc2C)c1	-8%	1	94%[activator]	0%	-1%	-10%	113%[activator]	5%	6%
20	Cc1ccc(CNC(=O)CN(c2ccc(C(C)C)cc2)S(=O)(=O)c2c(C)noc2C)cc1	-23%	-3	20%	0%	-5%	5%	-6%	14%	-14%
21	Nc1nc2ccccc2cc1S(=O)(=O)c1ccccc1	-24%	-2	107%[activator]	-5%	-3%	-8%	45%[activator]	3%	-4%
22	Cn1c2ccccc2c(=O)c2ccc(-c3ccc4c(c3)OCO4)cc21	?	-4	?	3%	-8%	-14%	-17%	42%	-9%
23	Cc1cccc(Nc2nn3c(=O)c4ccccc4nc3s2)c1	?	-10&-4	?	-8%	4%	?	-12%	10µM*	-3%
24	CCC(=O)N1CCc2cc(S(=O)(=O)CCC(=O)NCCc3ccc(S(N)(=O)=O)cc3)ccc21	-16%	-3	13%	1%	-3%	-19%	3%	-3%	1%
25	CCOc1ccc(S(=O)(=O)NCCC(=O)N(C)CC(=O)Nc2ccc(OC)cc2)cc1	-10%	-1&-6	13%	0%	-5%	4%	-16%	55%	-1%
26	FC(F)Oc1ccccc1NC(=S)NCCc1ccccc1	3%	-13	-3%	·	1%	-4%	·	·	·
27	COc1ccc(Cl)cc1-c1nc(SCC(=O)N(C)CCC#N)n[nH]1	-16%	-14	84%[activator]	2%	-1%	1%	-10%	?	-4%
28	O=C(NCc1ccc2c(c1)OCO2)c1ccc(Cl)nc1	-12%	-3	142%[activator]	0%	-1%	-4%	-5%	0%	-2%
29	CCc1ccc(CN2CCC(Oc3ccc(C(=O)N4CCCC4)cc3)CC2)cc1	-6%	-10	20%	0%	-5%	-15%	-18%	4%	31%
30	Nc1nnc(CC(=O)N2CCCCC2)s1	2%	-5	0%	3%	-1%	-20%	-14%	1%	-2%
31	COC(=O)c1sccc1N/N=C(\C)c1ccc(F)c(Cl)c1	-11%	-1	6%	-6%	-3%	-8%	9%	0%	2%
32	COc1cc(OC)c(C(=O)C=Cc2ccc(OC)c(OC)c2)c(OC)c1	-9%	5	-21%	·	-8%	-18%	·	·	·
33	Cc1nc(-c2ccccc2)sc1CCNS(=O)(=O)c1ccccc1	-18%	1	3%	1%	-1%	-7%[60.1 µM]	3%	1%	·
34	CCOc1ccc(CCNC(=O)CSc2cc(=O)n(C)c3ccccc23)cc1OCC	-10%&-18%	-1&-5	-1%&155%	1%&-11%	-4%&-2%	-4%&3%	?	9%&7%	1%
35	CN(C)S(=O)(=O)c1ccc(/C(O)=C2/C(=O)C(=O)N(Cc3cccnc3)C2c2ccncc2)cc1 (configuration not stated)	0%	0	-5%	2%	0%	-16%	-7%	-10%	16%
36	CCOc1ccc(N(CC(=O)NC2CCCCC2)C(=O)CNC(=O)c2ccco2)cc1	-5%	-7	6%	·	-3%	0%	·	·	·
37	CCC1Oc2ccc(C)cc2N(CC(=O)NCCN2C(C)CCCC2C)C1=O (configuration not stated)	-6%	1	11%	2%	-4%	-5%	3%	12%	-2%
38	CC/C(=C\C1CCCCC1)C(NP(=O)(c1ccccc1)c1ccccc1)c1ccccc1 (configuration not stated)	-20%	11	54%[activator]	-16%	5%	-5%	?	1%	?
39	O=C(O)CCCC(=O)Nc1ccc(Br)cc1	-7%	-1	11%	-1%	-1%	3%	-1%	0%	1%
40	CC(C)n1cc(/C=C(\C#N)S(=O)(=O)c2ccccc2)c2ccccc21	-13%	-5	22%	-7%	-5%	-5%	-7%	1%	-3%
41	CCOC(=O)c1[nH]c(C)c(C(=O)NCc2ccccn2)c1C	-18%	-5	9%[58.9 µM]	2%	-5%	-5%	3%	-2%	2%
42	CCCNc1c(NS(=O)(=O)c2ccc(NC(=O)CC)cc2)c(=O)oc2ccccc12	-5%	-2	25%	2%	-2%	2%	-10%	1%	13%
43	Cc1ccc(C)c(NC(=O)c2nnn(Cc3ccccc3)c2N)c1	-23%	5	9%	-5%	-5%	-8%	?	4%	-10%
44	O=C(N/N=C/c1ccc(Cl)cc1)C(=O)N1CCCCCC1	-16%	-7	96%[activator]	-8%	0%	-14%	-5%	-5%	37%[activator]
45	O=C(Nc1cccc2c1CCCC2)c1cc([N+](=O)[O-])cc([N+](=O)[O-])c1	-5%	-2	9%	3%	-1%	-3%	0%	-18%	-6%
46	CCOC(=O)c1oc2cc(O)ccc2c(=O)c1-c1ccc(OC)cc1	-6%	-2	-5%	-1%	-2%	-12%	-16%	14%	-2%
47	COc1cccc(C2c3c(oc4ccccc4c3=O)C(=O)N2CCCN2CCOCC2)c1OC (configuration not stated)	-2%	-12	14%	·	-4%	-9%	·	·	·
48	CCC(NC(=S)NCc1ccc(F)cc1)c1ccc(C)cc1 (configuration not stated)	-12%	0	14%	-9%	-8%	1%	-14%	-19%	15%
49	O=C(Nc1nc2ccc(S(=O)(=O)N3CCCC3)cc2s1)c1ccccn1	17%	-2	11%	-16%	3%	0%	-2%	-26%	-6%
50	COC(=O)C/C=C/C(C)C(OCc1cccc(Br)c1)C(C)C(OC)C1CCCCC1 (configuration not stated)	·	·	·	-3%[12.4 µM]	-3%	·	0%[15.3 µM]	·	-8%[12.4 µM]
51	Cc1ccc(S(=O)(=O)N2CCN(C(C)CC(=O)O)CC2)cc1 (configuration not stated)	-4%	-20	35%	-3%	-5%	3%	-5%	2%	-3%
52	CCCC(=O)Nc1nnc(CCN2CCCCC2)s1	-5%	-9	17%	-3%	0%	-9%	-5%	18%	-4%
53	O=C(CSc1nnc(C2CC2)n1C1CC1)Nc1cccc(Br)c1	-16%	3	25%	·	-1%	14%	·	·	6%
54	CCCn1c(NC(=O)CN2C(=O)NC3(CCCCC3)C2=O)nc2ccccc21	-23%	2	27%	·	-4%	-1%	·	·	10%
55	Cn1cc(S(=O)(=O)N2CCCCCC2)cc1C(=O)NCc1ccccc1Cl	-13%	2	-8%	-2%	-2%	-8%[60.1 µM]	53%[activator]	0%	·
56	CC(C)(C)C(=O)N1CCN(c2ccc(NC(=O)c3ccc([N+](=O)[O-])o3)cc2)CC1	-20%	2	?	-7%	-13%	-1%	-19%	?	51%[activator][12.4 µM]
57	CCOC(=O)N1CCN(c2nc(-c3ccccc3)c3cc(C)ccc3n2)CC1	-3%	0	-6%	-1%	-3%	-4%	-4%	18%	-11%
58	CCn1nc(NC(=O)c2ccccc2)c2cc3cccc(C)c3nc21	-17%	-7	76%[activator]	-2%	-1%	-14%	-1%	-2%	-5%

High-throughput results as filed in PubChem.
